aSyn yeast inh – qHTS of alpha-syn Inhibitors; Potency, µM (highest dose often 46.1 µM), for inactives: top-dose growth rescue (activation), usual class: activators; AID 652106, 2013; hit rate 0.14% among 370,000; Yeast expressing alpha-synuclein, growth rescue, BacTiter-Glo, 24 h; note: % of control where 0% means no effect; nearly all actives have a fitted effect of over 65% in size
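Readout is rescue of growth in alpha-synuclein-expressing yeast, so inhibitors of toxicity appear as activators. Growth after 24 hr at 30 deg C in galactose medium is quantified by luminescence.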
FUS yeast rescue – qHTS for Suppressors of FUS Proteinopathy: Primary screen using FUS-linked yeast assay. S. cerevisiae FUS-expressing, growth rescue, OD600, 24 h. Potency, µM (titrated, usually from 76.6 µM), without a hit: at the highest dose growth rescue (activation), usual class: activators. hit rate 0.24% among 390,000. AID 1347120, 2019;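 note: plate controls were DMSO vehicle for no effect and reference control for full effect; nearly all actives have a fitted effect of over 55% in size; some results filed as inactive show a strong effect at the top dose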
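FUS-expressing yeast, raffinose-pregrown, induced in 2% galactose minimal medium at OD 0.005; compounds in a dilution series, 24hr at 30C. Growth restoration read as absorbance at 600 nm. CP55940 positive control, DMSO negative.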
PTHR1 agonist – qHTS for PTHR1 Agonists: Primary Screen; AID 743266, 2014; hit rate 0.075% among 410,000; Parathyroid hormone/parathyroid hormone-related peptide receptor (Homo sapiens), Q03431; HEK293 GP2 PTHR1 cells, GloSensor cAMP luminescence, 1 h; Potency, µM (titrated, usually from 115 µM), inactives show at the highest dose activation, hits mostly activators; note: nearly all actives have a fitted effect of over 55% in size; some results filed as inactive show a strong effect at the top dose; inactives centre near -15; many of its hits are not listed in these tables
Target sequence (Q03431 whole entry, looked up): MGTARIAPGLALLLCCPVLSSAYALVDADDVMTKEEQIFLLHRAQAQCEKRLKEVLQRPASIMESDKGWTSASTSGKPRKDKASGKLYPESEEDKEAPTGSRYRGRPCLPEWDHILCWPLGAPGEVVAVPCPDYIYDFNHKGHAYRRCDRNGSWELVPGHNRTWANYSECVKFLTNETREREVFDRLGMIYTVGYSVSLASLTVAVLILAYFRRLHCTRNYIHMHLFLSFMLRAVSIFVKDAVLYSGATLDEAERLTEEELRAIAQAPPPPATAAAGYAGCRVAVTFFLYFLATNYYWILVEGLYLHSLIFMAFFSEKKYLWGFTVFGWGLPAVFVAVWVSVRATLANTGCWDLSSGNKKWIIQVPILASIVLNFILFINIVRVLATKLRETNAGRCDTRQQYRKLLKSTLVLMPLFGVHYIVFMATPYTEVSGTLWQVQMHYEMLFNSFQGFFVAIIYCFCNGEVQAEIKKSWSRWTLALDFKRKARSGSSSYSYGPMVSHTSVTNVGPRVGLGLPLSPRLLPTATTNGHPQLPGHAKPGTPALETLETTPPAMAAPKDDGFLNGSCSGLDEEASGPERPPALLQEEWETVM
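HEK-293-derived GP2 cells expressing PTHR1 and a GloSensor cAMP reporter, 3,000/well, plated overnight, given luciferin plus IBMX (each 0.5 mM as added) for 1 h at 37 °C, then compound for 1 h at 37 °C. Luminescence was read after 15 min at room temperature.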
EPAC1 antag – qHTS for Antagonist of cAMP-regulated guanine nucleotide exchange factor 3 (EPAC1): primary screen. EPAC1 GEF assay, Rap1b-BODIPY-GDP exchange fluorescence. hit rate 0.14% among 360,000. AID 720709, 2013. Potency, µM (doses to about 115 µM), for the others: top-dose activity change, negative = inhibition, most hits filed as inhibitors. Rap guanine nucleotide exchange factor 3 (Homo sapiens), O95398;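 note: plate controls were vehicle for no effect and positive control for full effect; nearly all actives have a fitted effect of over 50% in size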
EPAC2 ag – qHTS for Agonist of cAMP-regulated guanine nucleotide exchange factor 4 (EPAC2): primary screen. EPAC2 activation, biochemical qHTS; response scale: 100% = 6.5 mM cAMP response. Potency, µM (titrated, usually from 154 µM), without a hit: top-dose activation, hits mostly activators. hit rate 0.079% among 360,000. AID 720711, 2013; note: nearly all actives have a fitted effect of over 50% in size
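Guanine nucleotide exchange by EPAC2 is measured as reduced fluorescence of BODIPY-GDP once it is released from 250 nM Rap1B. Plates are read kinetically for 30 min at room temperature; results are scaled to 6.5 mM cAMP.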
TDP-43 yeast inh – qHTS of TDP-43 Inhibitors | hit rate 1.8% among 410,000 | TDP-43 expressing yeast growth rescue, BacTiter-Glo, 24 h | AID 652104, 2013 | Potency, µM (doses to about 46.1 µM), without a hit: top-dose growth rescue (activation), actives largely listed as activators; note: % of control where 0% means no effect; nearly all actives have a fitted effect of over 50% in size
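Yeast cells expressing TDP-43 under galactose induction are exposed to compounds for 24 hr at 30 deg C. BacTiter-Glo luminescence measures growth, so protective compounds score as activators.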
EPAC1 agonist – qHTS for Agonist of cAMP-regulated guanine nucleotide exchange factor 3 (EPAC1): primary screen | EPAC1 agonist qHTS, biochemical assay; response scale: 100% = response to 6.5 mM cAMP | Potency, µM (top dose mostly 154 µM), for the others: top-dose activation, usual class: activators | hit rate 0.073% among 360,000 | AID 720707, 2013; note: nearly all actives have a fitted effect of over 60% in size
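Nucleotide exchange assay: 100 nM EPAC1 with 250 nM Rap1B loaded with BODIPY-GDP and 50 uM GDP, room temperature. Fluorescence (480/540 nm) read every 5 min for 30 min; signal change normalized to 6.5 mM cAMP as full agonist.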
EPAC2 antagonist – qHTS for Antagonist of cAMP-regulated guanine nucleotide exchange factor 2 (EPAC2): primary screen; Rap guanine nucleotide exchange factor 4 (Homo sapiens), Q8WZA2; EPAC2 GEF exchange of Rap1B-BODIPY-GDP, fluorescence; Potency, µM (top dose mostly 114 µM), for inactives: top-dose activity, negative = inhibition, hits mostly inhibitors; hit rate 0.18% among 360,000; note: % is set by controls: 0 for no effect and ±100 for the full control effect; nearly all actives have a fitted effect of over 45% in size; many of its hits are not listed in these tables
Starred values were filed as active, the others as inactive; i = inactive; ? = inconclusive; · = not tested or not shown; & = joins results of further samples; [ ] = another dose, or the depositor's remark. Calls come from the whole dose curve; as a rule, active = well fitted curve in the direction sought with a large enough effect; inconclusive = small, poorly fitted or top-dose-only effect, or another doubt; inactive = no such curve, though single readings can be large; an effect the other way counts as inactive or inconclusive. Potency is the fitted concentration of half-maximal effect.

Each structure is followed by: TDP-43 yeast inh, aSyn yeast inh, PTHR1 agonist, EPAC1 agonist, EPAC2 antagonist, EPAC1 antag, EPAC2 ag, FUS yeast rescue
- CC(=O)NCCNC(=O)CNC(=O)c1ccc(Cl)cc1
  -10%, -8%, i, -1%, 5%, -23%, 9%, ·
- CNc1cccnc1C=NNC(N)=S
  -14%, 1%, 4%, 4%, -12%, -22%, 9%, ·
- CCCCC1CCC(C(=O)N(CCCC)c2c(N)n(CCCC)c(=O)[nH]c2=O)CC1 (centres undefined)
  -1%, -3%, i, -23%, 0%, -19%, -3%, 44%
- COc1ccc(NC(C)=O)cc1S(=O)(=O)NC(Cc1ccccc1)C(=O)NC(C)c1ccccn1 (centres undefined)
  10%, 1%, i, 14%, 9%, -7%, 5%, ·
- O=C(Nc1ccc(Cl)cc1)C(c1ccccc1)N1CCOCC1 (centres undefined)
  6%, 7%, -6%, 3%, -2%[57.1 µM], -4%, 12%, -22%
- O=CN1CCN(C(=O)C(=O)c2cn(CC(=O)N3CCCCC3)c3ccccc23)CC1
  4%, 1%, i, 0%, 5%, 1%, 8%, -6%
- CC(Sc1cccc[n+]1[O-])c1ccccc1 (centres undefined)
  13%, ?, i, 10%, 5%, 8%, 4%, -1%
- Cc1ccccc1C(=O)NCC(=O)NNC(=S)NC(=O)c1ccccc1
  21%, 0%, i, 4%, 4%, -1%, 3%, ·
- CC(c1ccccc1)n1c(SCC(=O)Nc2ccccc2)n[nH]c1=O (centres undefined)
  -14%, -6%, -41%[inhibitor], 10%, -2%, -6%, 12%, 0%
- CCCCN(CC)CCCNC(=O)c1cc2c(=O)n(C)c3ccccc3c2n1C
  9%, -1%, -24%, -1%, -5%, 1%, 6%, -9%
- CCN(CC)S(=O)(=O)c1ccc2c(c1)C(=NO)c1cc(S(=O)(=O)N(CC)CC)ccc1-2
  11%, 0%, -25%, -8%, 0%, -4%, -7%, ·
- C=CCOc1ccccc1CN1CCCN(C)CC1
  -11%, -5%, -24%, 2%, 1%, -10%, 8%, -14%
- COc1ccc(-c2csc(C(C)(O)c3ccc(F)c(F)c3)n2)cn1 (centres undefined)
  28%, 9%, -36%[inhibitor], -1%, -23%, -11%, 7%, 7%
- O=C(Cc1c[nH]c2ccccc12)OCC(=O)c1ccccc1
  15%, 14%, i, 9%, -2%, -6%, 10%, 13%
- CN(C)Cc1ccccc1CNC(=O)c1ccc(Cl)c(S(=O)(=O)NC2CC2)c1
  14%, 4%, i, -13%, -3%, 20%, -1%, -7%
- Cc1ccc(/C=N/Nc2nc(C)cc(C)n2)cc1
  -16%, 2%, 22%, -5%, -21%, ?, 12%, 13%
- Cc1ccc(NC(=O)Cn2nc(C)c3ccccc3c2=O)cc1F
  6%, -2%, i, -7%, 2%, -3%, -8%, 27%
- O=C(Nc1ccccc1N1CCCC1)C1CCN(C(=O)c2ccc(F)cc2)CC1
  12%, 4%, i, 1%, 1%, 9%, 9%, -6%
- CCn1c(C)nc2cc(C(=O)NNS(=O)(=O)c3c(F)cc(F)c(Cl)c3F)ccc21
  -11%, -10%, -16%, 1%, -5%, 17%, 12%, 11%
- CC1(C)OC2OC(COC(=O)c3ccc([N+](=O)[O-])cc3)C3OC(C)(C)OC3C2O1 (centres undefined)
  3%, 1%, i, 0%, 5%, -1%, -2%, ·
- CCOC(=O)c1cn(CC(=O)Nc2cccc(Cl)c2)nn1
  -8%, 0%, -22%, 11%, 1%, -4%, 4%, -9%
- Cc1ccc(-n2nc3c(c2NC(=O)C2CC2)CS(=O)(=O)C3)cc1C
  8%, -1%, 0%, 3%, -4%, 1%, 8%, ·
- O=C(CCl)Nc1ccccc1C(=O)c1ccccc1
  -6%, -2%, i, -2%, -10%, -8%, 3%, ?
- O=C(NCC1CCCO1)C1CCN(C2CCN(C(=O)C3CCCCC3)CC2)CC1 (centres undefined)
  25%[9.22 µM], 1%, -3%, -5%, 11%, 1%, -4%, 14%
- CC(CC(=O)Nc1cccnc1)c1ccccc1 (centres undefined)
  -20%, -11%, i, 6%, 7%, -3%, 11%, 12%
- CN(Cc1ccccn1)C(=O)CC1C(=O)NCCN1Cc1ccc(F)cc1Cl (centres undefined)
  2%, -8%, i, 6%, -6%, -14%, 0%, 7%
- CN1CCC(N(C)C(=O)/C=C/c2cn(-c3ccccc3)nc2-c2cccs2)CC1
  -14%, -11%, i, 11%, -8%, -16%, -4%, 20%
- Cn1c(=N)n(CC(O)c2ccccc2)c2ccccc21 (centres undefined)
  -13%, -1%, i, -4%, 20%, 7%, 4%, 11%
- CCOC(=O)c1c(NC(=O)c2ccn(CC)n2)sc2c1CCCC2
  -6%, 1%, i, 17%, -21%, -17%, 13%, 2%
- CCC(=O)Nc1c(-c2cccs2)c(=O)c2ccccc2n1C
  17%, -2%, -37%[inhibitor][57.5 µM], -6%, -1%, 0%, -2%, 4%
- O=C(Cc1ccc(-n2c(=O)[nH]c3ccsc3c2=O)cc1)NCc1cccnc1
  -20%, 1%, -5%, -2%, 15%, 3%, -8%, 24%
- COc1ccc(NC(=O)c2ccc(-n3nc(C)c[n+]3[O-])cc2)cc1
  17%, -3%, -8%, 2%, 2%, -1%, -7%, -20%
- CCN1C(=O)[C@H]2[C@@H](c3ccc(C)cc3)N3C(=O)N(c4cccc(Cl)c4)C(=O)[C@@]3(Cc3ccc(Cl)cc3)[C@H]2C1=O
  11%, 1%, i, 14%, -2%, -2%, 7%, ?
- C=CCN1C(=O)C2(OCCCO2)c2c(C)ccc(C)c21
  -12%, -4%, i, 1%, -5%, -13%, 6%, 3%
- CC(=O)Nc1ccc(-c2csc(NC=C3C(=O)OC(C)(C)OC3=O)n2)cc1
  24%, 2%, -8%, 5%, -4%, -29%, 7%, -23%
- O=C(CSc1nc2ccccc2c(=O)n1-c1ccccc1)NCc1ccco1
  22%, 5%, i, 5%, -1%, 2%, 6%, -12%
- Cc1cc(-c2ccco2)n(-c2ccccc2)n1
  ?, 20%, i, 10%, 7%, -8%, 4%, ?
- CCCOc1ccc(C(=O)N/N=C/c2ccc(-c3ccc(S(=O)(=O)Nc4ncccn4)cc3)o2)cc1
  -17%, 2%, ?, -1%, 21%, -8%, 5%, ?
- O=C(Cn1c2[n+](c3ccc(C(F)(F)F)cc31)CCCCC2)c1cccc([N+](=O)[O-])c1
  -12%, -3%, i, 0%, 8%[57.1 µM], -1%, 14%, 28%
- CCCCN(CCCC)c1nc2ccccc2nc1C(C#N)C(=O)NCCCOC (centres undefined)
  -9%, 3%, 2%[57.5 µM], 0%, 117%[activator], -10%, 21%, 6%
- C/C(=N/Nc1nc(-c2ccccc2F)nc2ccccc12)c1ccccc1O
  13%, -9%, i, 3%, 1%, -2%, 10%, 2%
- O=C(Nc1ccc2c(c1)CCC2)c1cccc(S(=O)(=O)N2CCN(c3ccccc3)CC2)c1
  12%, 13%, i, 5%, -18%, -9%, 13%, 14µM*
- CCCNCC(O)COc1ccccc1C(=O)CCc1ccccc1 (centres undefined)
  ?, 2%&6%, -20%, -10%, -4%, 12%, 0%, 5%
- O=C(COC(=O)C12CC3CC(CC(C3)C1)C2)Nc1nc2c(F)c(F)c(F)cc2s1
  6%, 5%, -31%[inhibitor], 0%, 6%, -12%, -8%, -6%
- CCOC(=O)c1cnc(SCC)[nH]c1=O
  -11%, 1%, i, 1%, -2%, 0%, -7%, -37%
- O=[N+]([O-])c1cnn2cc(Br)cnc12
  -3%, -13%, i, -2%, -4%, -12%, 7%, -28%
- COc1ccc(S(=O)(=O)N(C)CC(=O)NCCCN2CCOCC2)cc1C
  0%, -3%, -7%, 0%, -5%, -5%, 2%, 19%
- O=[N+]([O-])c1ccc(N/N=C\c2cccnc2)nc1
  -2%, -9%, -8%, 7%, 9%, -4%, 0%, -5%
- O=C(NCCc1ccccn1)c1nc(Cn2ccc([N+](=O)[O-])n2)no1
  0%, 8%, i, -1%, -1%, 4%, 4%, 4%
- CN(C)c1nn(C(=O)Nc2ccc(Cl)cc2Cl)cc1-c1ccccc1
  -1%, -1%, i, 11%, -2%, 7%, 1%, ·

Following part.
Each structure is followed by: TDP-43 yeast inh, aSyn yeast inh, PTHR1 agonist, EPAC1 agonist, EPAC2 antagonist, EPAC1 antag, EPAC2 ag, FUS yeast rescue
- O=C(Nc1cccc(F)c1)C1CCN(C(=O)N2CCOc3ccccc32)CC1
  12%, -3%, i, -5%, -3%, -6%, -1%, 5%
- CCOC(=O)c1cc(NC(=O)c2ccc(C)cc2)c(=O)oc1-c1ccccc1
  21%, 2%, -15%, -2%, -3%, 5%, -11%, 12%
- COc1ccc(C(=O)Nc2cccnc2)cc1
  -13%, -3%, -16%[57.5 µM], 9%, 2%, 5%, 9%, -20%
- Cn1cnnc1-c1cccc(NC(=O)c2cc(F)c(F)cc2Cl)c1
  -13%, -7%, i, 14%, 0%, 6%, -2%, -3%
- Cc1cc(-c2csc(NC(=O)c3ccccc3C(F)(F)F)n2)c(C)n1Cc1ccccc1
  22%, 0%, i, -28%, 18%, -2%, -11%, ·
- CC(C)Cc1nc2oc3c(Cl)ncnc3c2c2c1CCCC2
  -3%, 15%, -29%, 6%, -10%, -3%, 13%, 9%
- O=[N+]([O-])c1ccc(CSc2nnc(-c3cnccn3)o2)cc1
  6%, 1%, i, 6%, 4%, 0%, 7%, 7%
- CCC(CC)c1nnc(NC(=O)c2ccc3c(c2)OCO3)s1
  -4%, 1%, -12%, 14%, -8%, -24%, 19%, 24%
- CCC(Sc1nc2ccsc2c(=O)n1Cc1ccc(C(=O)O)cc1)C(=O)Nc1cc(Cl)ccc1C (centres undefined)
  21%, 1%, -26%, 0%, 17%, 11%, -10%, 12%

Assay outcomes: PubChem BioAssay, National Center for Advancing Translational Sciences (NCATS)

These rows are one share of the data; the hit share may differ from the screen's.
